Kir21 inh: Kir2.1 (mouse) channel inhibition. HEK293-Kir2.1, FluxOR thallium flux fluorescence; stronger effect = lower value. B-score at 10 µM. hit rate 0.85% among 310,000;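 active = fluorescence ratio B-score at or below minus 3 SD of library scores, with starting-brightness B-score within 2 SD, cut at about -4.2 in these data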;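 also: channel flux triggered by added potassium and thallium sulfate stimulus; B-score of peak minus minimum fluorescence over baseline after thallium stimulus; more negative B-score means stronger Kir2.1 block with less thallium influx; some compounds called inactive have numbers as strong as hits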
Target sequence (P35561 whole entry, looked up): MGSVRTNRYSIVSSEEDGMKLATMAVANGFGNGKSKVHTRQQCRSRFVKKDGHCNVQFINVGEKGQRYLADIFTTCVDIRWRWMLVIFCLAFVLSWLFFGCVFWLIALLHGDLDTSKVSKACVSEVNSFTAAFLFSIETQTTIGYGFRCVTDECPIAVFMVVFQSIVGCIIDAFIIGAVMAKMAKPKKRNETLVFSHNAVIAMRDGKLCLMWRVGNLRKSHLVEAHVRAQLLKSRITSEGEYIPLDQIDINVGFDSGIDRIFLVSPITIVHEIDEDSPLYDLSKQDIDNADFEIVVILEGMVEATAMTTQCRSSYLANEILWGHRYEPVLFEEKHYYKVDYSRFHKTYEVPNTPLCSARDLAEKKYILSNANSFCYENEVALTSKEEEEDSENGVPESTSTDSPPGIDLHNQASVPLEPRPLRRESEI
CHT inh: inhibitors of human choline transporter CHT; B-score at 10 µM; Q9GZV3; hit rate 0.86% among 310,000; AID 488975; CHT-expressing cells, membrane potential dye, choline response; stronger effect = lower value;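 active = B-score over 3 SD under the library average, and starting fluorescence ratio not unusually high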;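 also: choline stimulus applied at its EC90 after an EC20 pre-addition; B-score computed on integrated fluorescence ratio after choline addition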
Target sequence (Q9GZV3 whole entry, looked up): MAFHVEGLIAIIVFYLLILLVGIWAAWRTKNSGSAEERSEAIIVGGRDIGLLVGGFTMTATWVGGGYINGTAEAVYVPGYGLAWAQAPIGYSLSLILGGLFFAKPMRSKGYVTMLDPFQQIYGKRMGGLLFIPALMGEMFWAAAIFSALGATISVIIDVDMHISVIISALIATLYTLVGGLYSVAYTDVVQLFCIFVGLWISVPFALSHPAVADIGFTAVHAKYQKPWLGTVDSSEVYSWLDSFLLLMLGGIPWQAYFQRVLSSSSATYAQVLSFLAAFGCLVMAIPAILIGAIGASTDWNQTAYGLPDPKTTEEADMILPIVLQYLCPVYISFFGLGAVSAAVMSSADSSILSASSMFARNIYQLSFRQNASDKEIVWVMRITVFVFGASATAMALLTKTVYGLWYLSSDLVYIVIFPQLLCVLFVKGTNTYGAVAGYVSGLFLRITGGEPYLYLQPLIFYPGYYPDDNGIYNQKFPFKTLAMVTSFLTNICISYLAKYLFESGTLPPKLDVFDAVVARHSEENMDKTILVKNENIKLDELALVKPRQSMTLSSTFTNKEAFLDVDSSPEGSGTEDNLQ
Active calls of the source: *; i = inactive; . = not tested or not shown.

Values in the order: CHT inh, Kir21 inh
> O=C1NC(=Nc2ccccc2Cl)S/C1=C\c1ccc(C(=O)O)cc1
→ i, 2.13
> O=C(/C=C/c1ccccc1)Nc1cc(C(=O)O)cc(C(=O)O)c1
→ i, -0.17
> COc1ccc(CNC(=O)C(=O)NCCC2CCCCN2S(=O)(=O)c2ccc(C)cc2)cc1 (stereo unspecified)
→ i, -1.5
> CC(C)(C)NC(=O)Cn1cnc2cc([N+](=O)[O-])ccc2c1=O
→ i, 0.19
> COc1ccc(CC(=O)Nc2nc(C)cs2)cc1
→ i, 0.5
> Cc1ccc(NC(=S)NC(CO)C(O)c2ccc([N+](=O)[O-])cc2)cc1 (stereo unspecified)
→ i, -1.08
> Cc1ccc2nc(/C(C#N)=C\c3ccc([N+](=O)[O-])o3)[nH]c2c1
→ i, -0.37
> CC(=O)C1C(=O)c2c(cccc2[N+](=O)[O-])C1=Nc1cccc(Cl)c1 (stereo unspecified)
→ i, -0.93
> O=C(CN1CCN(c2ccccc2)CC1)Nc1ccc(Oc2ccccc2)cc1
→ i, -0.89
> Cc1ccc(N2CC(C(=O)Nc3cc(C)ccc3F)CC2=O)cc1 (stereo unspecified)
→ i, -1.64
> Cc1ccc([N+](=O)[O-])cc1NC(=O)c1cccs1
→ i, 0.75
> Cc1cccc(NC(=O)CSc2nc(N)c(NC(=O)c3cccs3)c(=O)[nH]2)c1
→ i, -0.99
> CCCOC(=O)CSc1nc(N)c(C#N)c(CC)c1C#N
→ i, -0.6
> COC(=O)c1ccc(Cn2nc(-c3ccccc3)ccc2=O)cc1
→ i, 0.35
> c1csc(CNCCCN2CCOCC2)c1
→ i, 0.19
> CC1Cc2ccccc2N1C(=O)CSc1nc2ccccc2s1 (stereo unspecified)
→ i, -0.16
> CO[C@H]1O[C@H](C)[C@@H](O)C[C@H]1NC(=O)OCc1ccccc1
→ i, -0.18
> COc1ccc(S(=O)(=O)Nc2nncs2)cc1
→ i, -1.05
> Cc1ccc(NC(=O)c2nc[nH]c2C(=O)N2CCN(c3ccccc3)CC2)cc1
→ i, 1.04
> Cc1ccc(N(C(=O)c2csnn2)C(C(=O)NC2CCCC2)c2cccnc2)cc1 (stereo unspecified)
→ i, 2.49
> O=C1c2ccc([N+](=O)[O-])cc2C(=O)N1c1ccc(Cl)cn1
→ i, -2.19
> O=c1[nH]c(C2CCN(S(=O)(=O)c3cccc(Cl)c3)CC2)nc2c1nnn2Cc1ccccc1
→ ., 1.78
> COc1ccccc1N1CCN(S(=O)(=O)c2ccc(-n3cnnn3)c(C)c2)CC1
→ i, -1.21
> Cc1c(NC(=O)CN(c2ccc(F)cc2)S(=O)(=O)c2ccccc2)c(=O)n(-c2ccccc2)n1C
→ i, 0.03
> CCc1n[nH]c(=S)n1/N=C/c1ccc2c(c1)OCO2
→ i, -1.02
> CCOc1ccccc1N(CC(=O)N(C)Cc1ccccc1)S(=O)(=O)c1ccccc1
→ i, -2.44
> CS(=O)(=O)n1nc(NCc2cccs2)nc1NCc1cccs1
→ i, -1.03
> Cc1nc(-c2ccccc2)cn2c1nc1ccccc12
→ i, 0.9
> COc1cc(/C=c2\s/c(=C\C(=O)C(C)(C)C)[nH]c2=O)cc(OC)c1OC
→ i, -0.47
> COc1ccc(/C=N/NC(=O)c2cccc(OC(F)(F)C(F)F)c2)c(OC)c1OC
→ i, -0.02

(next part)
Values in the order: CHT inh, Kir21 inh
> CC(C)=C(NC(=O)c1ccccc1)C(=O)Nc1ccc(C(=O)O)cc1
→ i, 0.02
> Cn1c(=O)oc2cc(S(=O)(=O)N3CCC(N4CCCCC4)CC3)ccc21
→ i, .
> O=C(Cn1ccc2ccccc2c1=O)NCCC(=O)Nc1cccnc1
→ i, -0.79
> O=C(CSC1=NCCS1)Nc1ccc(S(=O)(=O)N2CCCCCC2)cc1
→ i, 0.38
> Cc1ccn2c(CNCCn3cccn3)c(C(=O)N3CCCCCC3)nc2c1
→ i, -0.02
> CN1CCN(C(=O)c2ccc(N(C)S(=O)(=O)c3cccs3)cc2)CC1
→ i, -1.24
> O=C(NCC(=O)N(c1ccc(F)cc1)C(C(=O)NCC1CCCO1)c1ccccc1)c1ccco1 (stereo unspecified)
→ i, -0.85
> COc1ccc(C(=O)COC(=O)CCCN=C2NS(=O)(=O)c3ccccc32)c(OC)c1
→ i, 0.44
> Cc1ccc(C)c(OCCn2cc(/C=C(\C#N)C(=O)NCC3CCCO3)c3ccccc32)c1 (stereo unspecified)
→ i, -0.55
> COc1cc(C2N(C)CCC3(OCCO3)C2(C)C)cc(OC)c1OC (stereo unspecified)
→ i, -1.25
> O=C(NCC1CCCCC1)c1cc(Br)ccc1Cl
→ i, 0.52
> Cc1cc(S(=O)(=O)N2CCOCC2)ccc1OCC(=O)Nc1ccc(F)cc1
→ i, 0.76
> COc1cc(C2Sc3ccccc3NC3=C2C(=O)OC3)cc(OC)c1OC (stereo unspecified)
→ i, 1.42
> O=C(NCC(=O)N(Cc1ccccc1)C(C(=O)NC1CCCC1)c1ccco1)c1ccco1 (stereo unspecified)
→ i, 1.67
> O=C(NCCc1ccccc1)N1c2ccccc2Sc2ccccc21
→ i, -3.67
> COc1ccc(-c2cc(-c3ccccc3)nc(=O)[nH]2)cc1
→ i, 1.89
> COc1ccc(C(=O)Nn2cnc3ccccc3c2=O)c(OC)c1
→ i, -2.13
> O=C(O)CCn1cc(/C=C2/NC(=S)N(c3ccccc3)C2=O)c(-c2ccccc2)n1
→ i, 0.09
> COc1ccc(C(=O)Nc2cc(C(C)=O)c(/C=C/N(C)C)oc2=O)cc1
→ i, 0.04
> CN1CCN(c2nc3c(c(=O)[nH]c(=O)n3C)n2Cc2cccc(Br)c2)CC1
→ i, -0.02
> S=C1NC(c2ccccc2)=NCN1c1ccc(Br)cc1
→ i, 0.01
> CCOc1ccc(S(=O)(=O)N2CCOCC2)cc1NC(=O)C1CSC2(C)CCC(=O)N12 (stereo unspecified)
→ i, 0.25
> O=C1CCC(=O)N1Cc1c(Cl)cccc1Cl
→ i, 1.13
> O=C(Cc1cn2ccsc2n1)OCc1nc2ccccc2s1
→ i, 0.39
> O=C(CCCN1C(=O)/C(=C/c2ccc3c(c2)OCO3)SC1=S)Nc1cccc(C(=O)O)c1
→ i, -0.05
> O=C(CN1CCN(Cc2ccccc2)CC1)Nc1nc2ccccc2s1
→ i, -0.28
> COc1ccc(-c2cc(C3CCN(CC(O)C(F)(F)F)CC3)[nH]n2)cc1 (stereo unspecified)
→ i, -0.03
> C=CCc1c(C)nc(N)[nH]c1=O
→ i, 1.35
> CC(C)(C)NC(=O)CN(C(=O)CN1C(=O)C(=O)c2ccccc21)C(C)(C)C
→ i, 1.18
> Cc1ccc(-n2nc(C)c3c(C)onc3c2=O)cc1
→ i, 0.97

Single records, as listed above.
Cc1ccc(-n2nc(C)c3c(C)onc3c2=O)cc1 as listed: CHT inh: i; Kir21 inh: 0.97
O=C(NCC(=O)N(c1ccc(F)cc1)C(C(=O)NCC1CCCO1)c1ccccc1)c1ccco1 (stereo unspecified) as listed: CHT inh: i; Kir21 inh: -0.85

The listing continues.
Values in the order: CHT inh, Kir21 inh
> Cc1sc2nc(C)n(/N=C/c3ccc(O)cc3O)c(=O)c2c1C
→ i, 0.33
> O=C(OCCN1CCCCC1)c1ccc(Cl)cc1
→ i, 2.33
> Cc1ccc(S(=O)(=O)N2CCN(C(=O)COC(=O)c3ccccn3)CC2)c(C)c1
→ i, -2.73
> Cc1ccc(-c2nn(C)c(=O)c3ccccc23)cc1S(=O)(=O)N1CCOCC1
→ i, -1.44
> CS(=O)(=O)N(CC(=O)N1CCCCCC1)c1ccc(Br)cc1
→ i, -0.52
> COC(=O)CN1C(=S)N(c2ccc(OC)cc2)C(=O)/C1=C/c1cccs1
→ i, 0.08
> CC(C)C[C@H](NC(=O)OC(C)(C)C)C(=O)N/N=C/c1ccc2nccnc2c1
→ i, 0.56
> CCn1c(SCC(=O)Nc2sc3c(c2C#N)CCCC3)nnc1-c1ccco1
→ i, 0.5
> C=CCc1cc(C=O)cc(OC)c1OCc1c(Cl)cccc1Cl
→ i, 0.57
> CC(C)C(=O)NC(=S)Nc1ccc(S(=O)(=O)NC2CCCCC2)cc1
→ i, -1.91
> CC(=O)Nc1ccc(S(=O)(=O)C(C#N)c2nc3ccccc3nc2NCCN2CCOCC2)cc1 (stereo unspecified)
→ i, 1.92
> c1ccc(Cc2noc(CN3CCN(CCOc4ccccc4)CC3)n2)cc1
→ i, -0.4
> O=S(=O)([N-]c1nc2ccccc2nc1-[n+]1ccc(Cc2ccccc2)cc1)c1ccc(Br)s1
→ i, 0.18
> O=C(COc1ccc(Cl)cc1Cl)NCCCN1CCOCC1
→ i, 0.33
> COc1cccc(NC(=O)C2C3C=CC4(O3)C2C(=O)N(CCCN2CCC(C)CC2)C4C(=O)NC2CCCCC2)c1 (stereo unspecified)
→ i, -1.91
> COc1ccccc1NC(=O)CC1S/C(=N/N=C2\CCCc3ccccc32)NC1=O (stereo unspecified)
→ i, 0.01
> O[C@@H](CNC[C@H](O)c1ccccc1)c1ccccc1
→ i, -2.46
> O=C(Nc1ccccn1)C1(c2cccs2)CCOCC1
→ i, -0.02
> Cc1cccc(C)c1C(=NCCCN(C)C)c1ccccc1
→ i, -0.14
> O=C(CS(=O)(=O)c1ccccc1)Nc1ccccn1
→ i, 0
> Cc1ccc(-c2nnn(CC(=O)N3CCC(C)CC3)n2)o1
→ i, -0.1
> COc1ccc(S(=O)(=O)NCCN2CCOCC2)cc1[N+](=O)[O-]
→ i, -0.02
> O=C(CCn1c(=O)oc2ccccc21)N1CCN(C(c2ccccc2)c2ccccc2)CC1
→ i, -1.39
> CC/C(=N\NC(=O)c1nnn(-c2nonc2N)c1-c1cccc(OC)c1)c1ccc(C)cc1
→ i, 0.59
> COc1ccc2c(=O)c(-c3ccccc3)coc2c1
→ i, 0.05
> COc1ccc(Cn2c(=O)[nH]c3cc(C(=O)NC4CCCC4)ccc3c2=O)cc1
→ i, 0.6
> Cc1ccc(NC(=O)C2C3CCCC2C3c2ccccc2)cc1C (stereo unspecified)
→ i, 1.36
> CC(NC(=O)CCSCc1ccccc1F)c1ccccc1 (stereo unspecified)
→ i, -1.4
> O=C(c1ccc2ccccc2c1)N1CCOCC1
→ i, 0.45
> Cc1ccccc1NC(=O)C1CCN(c2cnccn2)CC1
→ i, 1.83

Additional results.
Values in the order: CHT inh, Kir21 inh
> CNC(=O)C1=C(C)Nc2nc3ccccc3n2C1c1cccc(OC)c1 (stereo unspecified)
→ i, -0.15
> COc1ccc(NC(=O)CCCC(=O)c2ccccc2)cc1
→ i, -0.38
> O=S(=O)(Nc1cccc(-c2ccc(N3CCCCCC3)nn2)c1)c1ccc(F)cc1
→ i, -0.25
> COc1ccc(-n2cnnc2SCC(=O)Nc2cccnc2Cl)cc1
→ i, -1.69
> Cc1cc(C)cc(N(CC(=O)Nc2ccccc2)C2=NC3CS(=O)(=O)CC3S2)c1 (stereo unspecified)
→ i, -0.56
> CN1CCN(Cc2nc3c(c(=O)n(C)c(=O)n3C)n2Cc2cccc3ccccc23)CC1
→ ., -2.22
> CCOc1[nH]n(-c2ccccc2)c(=O)c1C=Nc1ccccc1
→ i, -0.38
> Cc1nc(SCC(N)=O)[nH]c(=O)c1CCC(C)C
→ i, -0.88
> Cc1ccc(N=Nc2c(C)[nH][nH]c2=O)c(C)c1
→ i, 2
> CCOc1ncccc1C(=O)OCC(=O)c1ccc[nH]1
→ i, 1.66
> O=C(Nc1ccccc1)/C(=C\c1cccs1)NC(=O)c1ccccc1
→ i, -1.33
> Cc1cc(C(=O)N/N=C/c2cc(Cl)cc([N+](=O)[O-])c2O)c2ccccc2n1
→ i, 2.25
> Cc1ccc(OCC(=O)N2CCN(C(=O)c3ccncc3)CC2)cc1
→ i, 1.75
> CCC/C=C(\CCC)C(NS(=O)(=O)c1ccc(C(F)(F)F)cc1)c1ccccc1 (stereo unspecified)
→ i, -0.35
> COc1ccccc1NS(=O)(=O)c1cc(NC(=O)C2CCCC2)ccc1N1CCOCC1
→ i, -0.18
> CCc1ccc2nc3c(c(C(=O)O)c2c1)CCC3
→ i, 0.11
> Cc1noc(C)c1COc1ccc(C(=O)OC(C)C(=O)Nc2ccc(N3CCOCC3)cc2)cc1 (stereo unspecified)
→ i, 0.13
> Fc1ccc(-c2nc3c(Cl)cc(C(F)(F)F)cn3c2Cl)cc1
→ i, 1.56
> CN1CCN(CCCNc2c(C=O)c(=O)[nH]c3ccccc23)CC1
→ i, 0.67
> COc1ccc(N2CCN(C(c3cccs3)C(C)NC(=O)c3ccc4c(c3)OCO4)CC2)cc1 (stereo unspecified)
→ i, -3.99
> O=C(CN1C(=O)c2ccccc2S1(=O)=O)NC1CCCCC1
→ i, -0.6
> Cc1ccc(NC(=O)Nc2cc(C)on2)cc1
→ i, -0.28
> Cc1nc2nc(SCC(=O)O)nn2c(C)c1Cc1c(F)cccc1Cl
→ i, 1.26
> Cc1ccc(Cn2ncc3c(NCCCN(C)C)ncnc32)cc1
→ i, -0.01
> CCOC(=O)C(C)Oc1ccc(C2NC(=O)NC(C)=C2C(C)=O)cc1Br (stereo unspecified)
→ i, 0.51
> Fc1cc(NCc2ccccc2)nc(NCc2ccccc2)n1
→ i, 0.52
> CSc1ccc(S(=O)(=O)NCC(=O)OCC(=O)N(Cc2ccccc2)C(C)C)cc1[N+](=O)[O-]
→ i, -0.6
> CC(C)C(=O)Nc1nc2ccc(S(C)(=O)=O)cc2s1
→ i, -1.94
> CC(C)CC1c2[nH]c3ccccc3c2CCN1C(=O)c1cnccn1 (stereo unspecified)
→ i, -2.04

3 entries from above, set out differently.
> Cc1nc2nc(SCC(=O)O)nn2c(C)c1Cc1c(F)cccc1Cl
  CHT inh: i	Kir21 inh: 1.26

> Cc1ccc(Cn2ncc3c(NCCCN(C)C)ncnc32)cc1
  CHT inh: i	Kir21 inh: -0.01

> CCOC(=O)C(C)Oc1ccc(C2NC(=O)NC(C)=C2C(C)=O)cc1Br (stereo unspecified)
  CHT inh: i	Kir21 inh: 0.51

Source: PubChem
